F508del corr – CFTR F508del correction in bronchial cells | activity (quench increase), % at 7.58 µM | CFBE cells, YFP halide quenching; stimulated with forskolin plus potentiator P3; % fluorescence drop versus neutral controls | AID 720511 | 0.36% of 350,000 active;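 active = mean added fluorescence quench of at least 8% versus neutral control, with both replicates also reaching 8%; inconclusive = only one of the mean or replicate conditions met; inactive = mean below 8% and not both replicates reaching 8%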;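 also: cells transiently co-express mutant CFTR-F508del with the halide-sensitive YFP; corrector assay measuring rescue of mutant channel to the surface after 24 h compound exposure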
GSIS activator – GLuc luminescence reporter in INS-1E cells, primary screen for activators of glucose-dependent secretion of insulin; activation, % at 16.6 µM; 0.61% of 370,000 active; AID 743287; INS-1E GLuc reporter insulin secretion, 2-3 h;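 active = lowest replicate activation of at least 40%, so every replicate reaches that level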;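 also: 0% = median of neutral control wells and 100% = median of IBMX positive control wells; some compounds called inactive have numbers as strong as hits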
FN deposition inh – fibronectin deposition inhibition; AH1F fibroblasts, Alexa488-fibronectin deposition fluorescence, overnight; inhibition, % at 12.6 µM; 0.086% of 350,000 active; AID 743247;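 active = mean inhibition across replicates of 30% or more, regardless of how many single replicates reach that level; inconclusive = mean under 30% yet at least half of replicates reach 30%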;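 also: positive control wells lacked labelled fibronectin entirely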
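Measured by – fluorescence 485/525 nm · System – AH1F fibroblast monolayer, labelled fibronectin deposition · Amount – 10000 cells per well · Buffer or medium – serum-reduced DMEM (2% serum) · Doses – single dose, pinned · Also added – fluorescent fibronectin at 24 nM final · Schedule – 1 h cell attachment, overnight exposure to compound and label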
miR-122 sensor – inhibitors of miR-122 in Huh7 cells. 0.3% of 340,000 active. activation (reporter increase), % at 12.5 µM. Huh7 miR-122 Renilla luciferase sensor, 48 h; neutral wells = 0, positive control = 100;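 active = mean replicate activation score at least 90 and every replicate individually at or above 90; inconclusive = only one of the two criteria met; inactive = neither criterion met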;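 also: higher luciferase means less miR-122 activity so hits act as miR-122 inhibitors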
Cneo AK release – causes C. neoformans cell lysis. 0.2% of 360,000 active. adenylate kinase release luminescence, 4 h; normalised: neutral wells 0, clomiphene wells 100. lysis activity, % at 15 µM;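 active = mean lysis activity across replicates of at least 80%, whatever share of replicates individually reach that level; inactive = mean lysis activity below 80%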
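Material: C. neoformans cells; Schedule: 4 h static compound exposure, 37 °C, read 1 h post-reagent; Measured by: adenylate kinase release luminescence; Read-out: signal increase indicating cell lysis; Controls: Clomiphene as positive lysis control.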
PglD DTNB – blocks C. jejuni PglD acetyltransferase activity; purified PglD enzyme, DTNB colorimetric CoA detection; inhibition, % at 12.5 µM; 0.098% of 360,000 active; in the data active = inhibition above about 16%, passing the limit was not always enough; inconclusive = no clear call, values can overlap the other calls; also: strong numbers were not always called active
PGC1a acetyl inh – lowers PGC1a acetylation signal in U2OS cells. AlphaScreen anti-acetyl-lysine; with virally co-expressed GCN5 acetyltransferase. inhibition, % at 15.6 µM. 0.17% of 350,000 active. AID 651687;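 active = every replicate shows inhibition of at least 40%; inconclusive = mean inhibition at least 40% but some replicate below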;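 also: 0% = neutral control wells and 100% = positive control wells; some results beyond the cut were filed as inactive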
Statin myotox sup – protects C2C12 myotubes from simvastatin toxicity; 0.78% of 330,000 active; ATP luminescence, 48 h; scaled: DMSO 0, geranylgeraniol control 100; rescue of ATP level, % at 7.49 µM;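 active = mean ATP rescue above about 67%, or every replicate alone reaching that limit, limit read from the data, passing the limit was not always enough; inconclusive = no clear call, values can overlap the other calls; inactive = mean under the limit and some replicate under it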;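 also: myotubes were challenged with 10 µM simvastatin during compound exposure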
An asterisk follows results filed as active; ? = inconclusive; . = no result given; [ ] = remark or other dose.

mol,F508del corr,GSIS activator,FN deposition inh,miR-122 sensor,Cneo AK release,PglD DTNB,PGC1a acetyl inh,Statin myotox sup
CC(=O)c1cccc(NC(=O)C(C)OC(=O)Cc2c[nH]c3ccccc23)c1 (stereo unspecified),0.1,-28,4,-1,1,-5,-5,-6
Cc1ccccc1Cn1cnc2c(nnn2Cc2ccc(F)cc2)c1=O,.,13,-7,2,.,.,?,.
CCN(/C=N/c1sc2c(c1C#N)CC(C)(C)NC2(C)C)CC,.,.,.,-3,0,1,-17,-3
O=C(COC(=O)c1ccccn1)Nc1cccnc1Cl,1.5,7,.,-6,-4,-1,.,3
O=C(Nc1ccc2c(c1)OCCO2)C1CCN(C(=O)c2ccc([N+](=O)[O-])cc2)CC1,0.3,5,0,-8,-2,-1,-14,-1
COc1nc(N)nc(NC23CC4CC(CC(C4)C2)C3)n1,.,22,.,-11,-1,3,.,13
CCC(CC)COC(=O)C1=C(C)NC(=O)NC1c1ccccc1Br (stereo unspecified),-3.9,-13,-3,.,0,7,.,-29
COc1ccc(S(=O)(=O)Nc2cccc3c2O[C@@H](CN(C)C(=O)NC(C)C)[C@H](C)CN([C@H](C)CO)C3=O)cc1,0.7,4,.,4[16.7 µM],-1,0,0,.
C[C@H](CO)N1C[C@H](C)[C@H](CN(C)C(=O)Nc2ccc(C(F)(F)F)cc2)Oc2ccc(NC(=O)Nc3ccccc3)cc2CC1=O,-0.8,-13,.,7[16.7 µM],2,-5,4,-32
CCOC(=O)C1(C)CCN1C(=O)Cc1ccc(OC)cc1 (stereo unspecified),-2.1,4,-9,0,3,1,8,-7
CCNC(=O)c1sccc1-n1cccc1,.,.,2,-1,1,.,46,20
COc1ccc(OC)c(/C=N/NC(=O)C(=O)N2CCCC2)c1,2.6,2,-4,.,.,.,6,.
O=C1C=C(c2ccc3c(c2)OCCO3)C[C@@H](c2ccc(F)cc2)C1,0.8,-4,6,-10,-5,-5,-9,9
COC(=O)c1c(C)cc(O)cc1O,-0.3,.,.,3,-1,-1,-5,-1
C[C@@H]1CN([C@@H](C)CO)S(=O)(=O)c2ccc(C#Cc3ccccc3)cc2O[C@H]1CN(C)S(C)(=O)=O,1.7,-30,.,26[16.7 µM],-2,0,7,-6
Cc1ccc(Cl)cc1-n1c(=O)cc(N2CCN(C(=O)c3ccco3)CC2)[nH]c1=O,-0.1,5,.,-5,-3,-3,1,3
CCS(=O)(=O)Nc1ccc(C(=O)OC)cc1,.,.,3,-13,1,0,1,-2
Cc1oc2c(c(C)cc3oc(=O)c(CC(=O)N[C@@H](C)C(=O)O)c(C)c32)c1C,-0.2,7,0,1,1,4,.,-4
COC(=O)Cn1c(CN2CCC(Cc3ccccc3)CC2)nc2c1c(=O)n(C)c(=O)n2C,.,.,.,-3,5,4,9,0
COc1ccc2c(c1)C(NC(C)=O)C(=O)N2C (stereo unspecified),.,.,.,0,-2,0,-11,-10
Cc1nn(-c2ccccc2)c(C)c1C(=O)OCC(=O)N1CCN(S(=O)(=O)c2ccccc2)CC1,.,.,-1,1,1,2,11,-5
CCCC#Cc1ccc2c(c1)O[C@H](CN(C)C(=O)C1CCCCC1)[C@@H](C)CN([C@@H](C)CO)S2(=O)=O,1.1,-14,.,-7[16.7 µM],.,.,14,-51
COc1ccc(NC(=O)CCN2CCCCCC2)cc1,.,.,-1,-3,1,-1,14,.
CCOC(=O)c1ccc(NC(=O)CCC(=O)NCc2ccco2)cc1,-3.9,-8,-4,.,-1,-3,.,-7
CO[C@@H](CN(C)S(=O)(=O)c1ccccc1)[C@@H](C)CN(C(=O)Nc1ccccc1F)[C@H](C)CO,1.1,8,-1,.,0,8,-3,-7
Cc1ccc(S(=O)(=O)n2nc(OC(=O)c3ccccc3F)cc2N)cc1,-0.7,2,2,-4,3,8,-6,8
COCCn1c(SCC(=O)NC2CCCC2)nnc1-c1ccco1,-2.6,6,4,4,-2,-2,-4,-11
CCOC(=O)C(c1ccccc1)C(Nc1ccc(Cl)c(Cl)c1)c1ccccn1 (stereo unspecified),5.5,4,-10,3,-2,-5,-1,.
CC1=NN(c2ccc(C(=O)OC(C)C)cc2)C(=O)/C1=C\C=C\c1ccco1,.,.,-9,-12,2,-2,13,-13
COC(=O)c1cccc(NC(=O)CC2C(=O)NCCN2C(=O)Nc2cc(C)cc(C)c2)c1 (stereo unspecified),-2.1,-12,-13,-1,7,-2,0,-11

(listing goes on)
mol,F508del corr,GSIS activator,FN deposition inh,miR-122 sensor,Cneo AK release,PglD DTNB,PGC1a acetyl inh,Statin myotox sup
C[C@H]1CN([C@@H](C)CO)C(=O)c2cc(-c3cccc(C(=O)N(C)C)c3)cnc2O[C@H]1CN(C)C,0.3,10,4,-3[16.7 µM],-3,4,10,15
C/C(=N/NC(=O)c1ccc(Cl)cc1Cl)c1cccnc1,.,.,.,-4,-2,2,.,17
C[C@@H]1CN([C@@H](C)CO)C(=O)c2cc(NC(=O)Nc3ccccc3)ccc2O[C@@H](C)CCCCO[C@H]1CN(C)Cc1ccc2c(c1)OCO2,-0.4,-34,6,-7[16.7 µM],0,-2,-6,.
Cc1ccccc1C(=O)NCC(=O)OCC(=O)NC(C)C1CC2CCC1C2 (stereo unspecified),-1.6,13,-3,-3,2,-5,-5,23
O=C(CC(c1ccccc1)c1ccccc1O)N1CCCCC1 (stereo unspecified),-2.8,-8,11,2,-4,-12,7,-11
CN(C)CCCNC(=O)c1cc(Br)ccc1Cl,.,.,-5,9,-2,4,1,-1
Cc1cc(S(=O)(=O)N2CCCC(C(=O)Nc3ccc(C(=O)O)cc3)C2)ccc1Cl (stereo unspecified),0.2,-9,9,4,.,.,-8,-23
C[C@@H]1CN([C@@H](C)CO)C(=O)Cc2cc(NC(=O)CCN3CCOCC3)ccc2O[C@@H]1CN(C)C,0.1,-13,.,10[16.7 µM],7,-12,-6,8
COC(=O)c1ccccc1NC(=O)c1sc(N)nc1C,.,.,.,2,-1,2,5,-8
O=C(NCc1cccc(Br)c1)C1CC2Cn3c(nc4ccccc43)C2N1c1ccccc1 (stereo unspecified),-1.4,-10,3,0,1,2,1,13
CCCc1cc(C(=O)Nc2cnn(Cc3ccc(F)cc3)c2)no1,-0.2,-1,2,9,.,.,.,1
CCOC(=O)c1cc(NC(=O)N(CC)CC)c(C)nc1C,.,24,-13,-6,20,-1,10,-1
CCc1ccc(CCC(=O)Nc2nnc(C)s2)o1,.,5,-3,2,.,.,6,8
COCCCNC(=S)NNC(=O)c1ccccn1,2.1,10,4,-3,.,.,-2,.
Cc1cc(C)n(CCN(C)C(=O)C2CCC(=O)N(CCN3CCOCC3)C2)n1 (stereo unspecified),1.4,10,0,0,3,3,.,-4
O=C(NCCc1ccccc1)C1CCCN(c2ncnc3c2nc2n3CCCCC2)C1 (stereo unspecified),2.0,5,-8,7,25,0,-3,-2
Cc1ccc(CNC(=O)c2cc3c(-c4ccc(Cl)cc4)nn(C)c3s2)o1,-1.4,-3,10,25,-1,-3,-17,9
C[C@@H]1CCCCO[C@H](CN(C)C(=O)Nc2ccc3c(c2)OCO3)[C@H](C)CN([C@H](C)CO)C(=O)c2cc(NS(=O)(=O)c3cccs3)ccc2O1,2.7,-8,.,1[16.7 µM],-2,-5,3,49
CN(C)CCCOC(=O)c1ccccc1,.,.,.,6,-3,5,2,23
CN(C(=O)c1ccccn1)c1nnc(-c2ccccn2)s1,.,17,.,0,-3,3,5,2
Cc1ccc(-c2nnc(SCC(=O)Nc3nccs3)n2N)cc1,.,.,1,-8,0,-1,-1,-26
CCc1ccc(OCC(=O)NNC(=O)c2cc(S(=O)(=O)N(C)C)ccc2N2CCCC2)cc1,0.1,-16,-12,-1,1,3,-7,7
O=C(c1cc(COc2c(F)cccc2F)on1)N1CCN(C2CCCCC2)CC1,5.3,-5,0,1,-2,-4,-19,-6
COc1ccc(/C=C2\SC(=S)N(CCCC(=O)Nc3cc(C)on3)C2=O)cc1OC,-3.8,-1,-5,0,1,2,.,10
CCCn1c(SCC(N)=O)nc2c(c1=O)C1(CCCC1)Cc1ccccc1-2,.,0,.,-6,7,-1,.,0
COc1ccccc1N1CCN(S(=O)(=O)c2ccccc2)CC1,.,.,.,57,-3,2,-7,20
Cc1nnc(SCc2nnc(-c3ccc(Cl)cc3)o2)n1-c1ccccc1,.,.,.,1,0,-6,-1,62
COc1ccc(OC)c(C2=Nn3c(nnc3-c3ccco3)SC2)c1,.,.,-5,13,0,2,1,6
FC(F)(F)c1ccc(N2CCN(Cc3ccc4c(c3)OCO4)CC2)nc1,.,-31,5,-6,0,-7,-14,.
CCC(=O)N1CCN(c2ccc(Cl)cc2NC(=S)NC(=O)c2ccco2)CC1,-0.9,13,.,-5,7,-3,.,-13

Next compounds:
mol,F508del corr,GSIS activator,FN deposition inh,miR-122 sensor,Cneo AK release,PglD DTNB,PGC1a acetyl inh,Statin myotox sup
O=C(NNC(=O)c1ccccc1OCc1ccccc1)c1ccccc1F,1.0,6,1,3,-7,-5,-5,0
CCCCn1nnnc1SCC(=O)NCc1ccco1,.,.,3,-4,1,0,17,-3
C[C@H]1CN([C@@H](C)CO)S(=O)(=O)c2ccc(Br)cc2O[C@H]1CN(C)C(=O)CC1CC1,1.3,36,-1,2[16.7 µM],-2,5,-22,.
CC(C)(C)Cc1c(-c2ccc(F)cc2)nc2ccc(Cl)cn12,-1.9,6,-2,2,8,-3,4,-8
COC(=O)CCCNC(=O)c1ccc2nc(Cc3ccc(OC)cc3)oc2c1,0.6,2,3,0,-6,0,7,4
C[C@@H]1CN([C@H](C)CO)C(=O)c2cc(-c3ccncc3)cnc2O[C@@H]1CN(C)S(=O)(=O)c1ccccc1,0.5,0,.,-2[16.7 µM],3,0,1,-22

Source: PubChem

Rows were taken by chance; 2.1% or so of the library scored in one or more.
